From PubChem
PKA-R1A activ – activates the PKA-R1A holoenzyme complex; PKA-R1A dissociation, Cy5-IP20 fluorescence polarization; scaled: DMSO 0%, 113 µM cGMP 100%; activation, % at 11.4 µM; hit rate 0.083% among 340,000;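 active = percent activation above the mean of all tested compounds plus 3 SD, cut at about 19% in these data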;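 note: higher means more PKAc released from R1A so a rise in polarization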
Arrestin-AP2 inh – human beta-arrestin and AP2 interaction inhibition. FITC-arrestin peptide / GST-AP2 beads, flow cytometry; AP2 beta2 appendage carries R879A mutation. inhibition, % at 10 µM. hit rate 0.31% among 340,000;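 active = inhibition above a set limit, near 3 SD of compounds lacking own fluorescence, cut at about 54% in these data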;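 note: plate controls were DMSO wells for no effect and 5 µM unlabelled arrestin peptide for full effect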
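test system = AP2 appendage R879A on GSH beads | buffer or medium = PBS plus Tween 20 (0.05%) and BSA (0.1%) | incubation = 12 min plus 1 h, RT | detection = bead flow cytometry, FITC channel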
AddAB inh – less growth of phage-infected E. coli with AddAB | hit rate 0.29% among 330,000 | E. coli expressing H. pylori AddAB, absorbance growth | inhibition, % at 11.9 µM; in the data active = inhibition above about 12%;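 note: 0% = vehicle wells of infected cells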
Mot1-301 SUMO – blocks SUMOylation pathway, rescuing yeast Mot1-301 growth | S. cerevisiae Mot1-301 growth rescue, ATP luminescence, 38.5C; percent above DMSO median, 100 means doubled | growth rescue, % at 18.8 µM | hit rate 1% among 320,000 | AID 2716;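 active = every valid replicate shows activation above 250% relative to neutral control wells; inactive = the rest, any valid replicate at or below 250%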;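 note: OY570 slx delta 5 strain wells were the positive control but not used for scaling; some compounds called inactive have numbers as strong as hits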
PfHsp90 yeast 2 – growth inhibition of yeast expressing Plasmodium Hsp90. S. cerevisiae expressing PfHsp90, BacTiter-Glo ATP, 48 h; yeast lacking PDR1 and PDR3 efflux regulators. inhibition, % at 9.4 µM. hit rate 0.32% among 310,000;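 active = every replicate shows inhibition above about 80%, whatever the replicate mean, limit read from the data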;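 note: 0% = DMSO neutral controls and 100% = 20 µM radicicol positive controls; yeast relying on Plasmodium falciparum Hsp90 in place of its own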
Pemphigus Ab inh – blocks pemphigus antibody binding to human desmoglein-3 | P32926 | DSG3-coupled beads, scFv-anti-DSG3-GFP binding, flow cytometry; hits give low values | binding (percent of control), % at 10 µM | hit rate 0.48% among 310,000 | AID 588358;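 active = binding more than 3 SD below its plate's average and above zero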;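 note: hits lower antibody fragment binding to DSG3; some compounds called inactive have numbers as strong as hits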
MOR-DOR inv ag – inverse agonist of human OPRM1-OPRD1 heterodimerization; P35372+P41143; cell-based MOR-DOR heterodimer luminescence, inverse agonism; inhibition, % at 9.3 µM; hit rate 0.21% among 340,000; in the data active = inhibition above about 22%, passing the limit was not always enough;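 note: 0% = cells with DMSO and 100% = wells without cells with DMSO; values of inactives mirror those of a sister screen read the other way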
Target sequence (P35372 whole entry, looked up): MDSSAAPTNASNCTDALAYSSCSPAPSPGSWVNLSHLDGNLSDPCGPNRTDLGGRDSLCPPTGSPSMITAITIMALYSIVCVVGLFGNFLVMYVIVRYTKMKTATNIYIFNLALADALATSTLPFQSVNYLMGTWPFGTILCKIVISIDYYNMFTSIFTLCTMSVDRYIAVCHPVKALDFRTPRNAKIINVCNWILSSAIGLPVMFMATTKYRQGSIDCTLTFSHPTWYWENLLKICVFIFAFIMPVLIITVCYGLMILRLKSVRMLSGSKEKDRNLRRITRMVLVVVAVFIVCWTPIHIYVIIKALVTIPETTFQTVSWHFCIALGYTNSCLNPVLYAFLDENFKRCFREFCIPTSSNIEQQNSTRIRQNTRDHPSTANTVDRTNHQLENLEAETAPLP
Target sequence (P41143 whole entry, looked up): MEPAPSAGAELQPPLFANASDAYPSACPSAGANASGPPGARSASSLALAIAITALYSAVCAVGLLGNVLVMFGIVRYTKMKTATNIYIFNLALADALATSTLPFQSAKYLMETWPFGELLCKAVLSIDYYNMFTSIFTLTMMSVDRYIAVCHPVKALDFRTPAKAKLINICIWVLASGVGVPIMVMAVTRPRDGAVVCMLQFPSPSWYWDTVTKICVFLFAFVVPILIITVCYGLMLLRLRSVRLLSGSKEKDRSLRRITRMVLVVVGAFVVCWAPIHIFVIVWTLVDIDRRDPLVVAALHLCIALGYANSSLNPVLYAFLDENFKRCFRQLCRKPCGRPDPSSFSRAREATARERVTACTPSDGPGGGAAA
phage Ecoli inh – E. coli growth loss with phage present; growth absorbance; inhibition, % at 11.9 µM; hit rate 0.26% among 360,000; in the data active = inhibition above about 11%
E coli growth – counter-screen for AddAB inhibitors: E. coli growth inhibition. E. coli V3065 growth, OD600 absorbance, 18 h. inhibition, % at 11.9 µM. hit rate 0.27% among 330,000. AID 449728;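 active = inhibition above the campaign's mean inhibition across all tested compounds plus 3 SD, cut at about 9.9% in these data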;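 note: uninfected addAB+ strain grown without phage in ampicillin broth; 0% = DMSO wells and 100% = ciprofloxacin 0.95 µg/ml wells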
MOR-DOR ag – OPRM1-OPRD1 heterodimerization agonism; P35372+P41143; cells, luminescence; activation, % at 9.3 µM; hit rate 0.3% among 340,000; in the data active = activation above about 18%;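 note: 0% = vehicle-treated cells and 100% = reference agonist; values of inactives mirror those of a sister screen read the other way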
Tat transport – inhibitors of E. coli Tat protein transport. AID 488895. hit rate 0.036% among 340,000. inhibition, % at 10 µM. E. coli MC4100 TorA-mCherry Tat export, fluorescence;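 active = mean replicate inhibition at least 50% and at least half of replicates individually reaching 50%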;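 note: exported cargo escapes ClpAP degradation while cytoplasmic cargo is degraded and loses fluorescence; 0% = median of neutral control wells and 100% = median of NaSCN control wells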
An asterisk follows results filed as active; x = not tested or not shown.

SMILES	PKA-R1A activ	Arrestin-AP2 inh	AddAB inh	Mot1-301 SUMO	PfHsp90 yeast 2	Pemphigus Ab inh	MOR-DOR inv ag	phage Ecoli inh	E coli growth	MOR-DOR ag	Tat transport
C=CCNc1nc2c(c(=O)[nH]c(=O)n2C)n1Cc1cccc(C)c1	10	10	x	x	-20	99	-3	1.9	x	0.5	13
CCOc1cccc(NC(=O)C2CC(=O)N(C)C2)c1 (stereo unspecified)	-6	1	0.6	72	1	118	7	2.8	2.5	-1.2	17
CN1C(=O)C(C)(C)c2cc(S(=O)(=O)NCC3CCC(C(=O)NCc4ccc(F)cc4)CC3)ccc21 (stereo unspecified)	-14	-11	1.4	-2	24	x	14	2.6	-0.9	-2.8	8
Cc1ccc(NC(=O)c2cc(S(=O)(=O)N3CCOCC3)cn2C)c(C)c1	-12	16	-0.5	-1	-28	100	-8	3.3	2.2	1.3	-9
CCOC(=O)N1CCN(C(=O)COc2ccc([N+](=O)[O-])cc2)CC1	-16	10	1.4	-5	11	101	11	4.5	0.7	-2.0	-4
CCn1cc(CN2CCC(C(=O)Nc3cccc(-c4cccc(F)c4)c3)CC2)cn1	1	2	3.0	10	-11	118	14	1.7	-1.0	-4.3	-7
O=C(C1=NN[C@@H]2C(=O)N(c3cccc(C(F)(F)F)c3)C(=O)[C@H]12)C(c1ccccc1)c1ccccc1	0	-1	4.1	14	-4	104	-23	0.8	0.3	5.1	2
CCCCN(C(=O)Nc1ccccc1)C1CCS(=O)(=O)C1 (stereo unspecified)	-5	-10	0.1	-2	24	85	3	0.3	-3.0	-0.8	-2
CCOC(=O)C(Cc1ccccc1)NC(=O)CCc1nnc2ccc(N3CCCCC3)nn12 (stereo unspecified)	-5	-3	1.9	4	-31	106	3	-0.1	-0.8	-0.6	2
CC(NC(=O)c1cc2c(s1)CCCC2)C(C)(C)C (stereo unspecified)	-8	3	0.9	-5	x	96	-3	4.2	-0.2	0.5	12
O=C(Cc1ccccc1[N+](=O)[O-])OCC(=O)N1CCN(c2ccccc2)CC1	-12	-6	0.3	5	-37	95	1	2.2	0.5	-0.2	3
Cc1ccc(NS(=O)(=O)c2ccc(OCC(=O)NCc3ccco3)cc2)cc1	4	9	9.7	9	3	113	8	3.2	13*	-1.8	-2
CCOC(=O)C1CCCN(C(=O)c2cc3cc(Br)ccc3oc2=O)C1 (stereo unspecified)	-8	6	1.4	-22	x	119	11	-2.5	0.8	-2.4	0
CC1CN2C(c3ccc(Cl)cc3)=CSC2=N1 (stereo unspecified)	-8	46	0.4	-16	11	102	3	2.8	-1.5	-0.5	3
Cc1cc(C)nc(Nc2ncc(O)n2-c2ccccc2)n1	1	-6	2.9	-3	-17	128	13	1.8	2.5	-2.2	3
COc1ccc(CCN2CC(C(=O)NCc3cccc4[nH]ccc34)CCC2=O)cc1 (stereo unspecified)	3	-6	4.6	-3	9	108	12	2.3	3.6	-2.3	-2
Cc1cc(=O)oc2c1c(C)nn2-c1nn[nH]n1	11	-14	-0.2	-19	16	x	13	-1.1	-4.5	-2.0	0
COCC(=O)NNC(=O)c1ccccc1OC	-4	42	-0.2	438*	-7	104	4	5.5	0.2	-0.8	-5
CCOc1cc(-c2cc(-c3ccc(C)cc3)nc(N)c2C#N)ccc1O	-21	-3	1.9	-14	-17	102	-3	0.4	1.3	0.6	5
COc1cccc(NC(=O)CSc2nn3c(=O)c(C)nnc3s2)c1	4	5	0.3	-15	22	117	6	4.4	0.2	-1.1	8
CN(c1ccc(C(=O)O)cc1)S(=O)(=O)c1ccc(Cl)cc1	-8	16	3.2	2	8	x	11	0.6	-2.1	-2.5	-5
CCCCOC(=O)Nc1cccc(C(=O)OCC)c1	-7	8	3.8	0	11	106	9	3.7	1.8	-1.9	-5
Cc1nn(Cc2ccccc2)c(=O)n1N(C)c1ncc(C(F)(F)F)cc1Cl	6	6	-1.1	-28	-5	99	0	1.1	-2.1	0.0	5
COc1ccc(OC)c(NC(=O)C2CCCCC2C(=O)O)c1 (stereo unspecified)	-12	3	4.8	-6	-7	x	3	1.5	0.3	-0.8	-2
CC(C)c1csc(CN2CCCC(CCC(=O)NCc3ccccc3F)C2)n1 (stereo unspecified)	-2	3	0.4	149	2	101	11	2.4	1.2	-1.6	0
O=c1c(-c2ccco2)[n+]([O-])c2ccccc2n1OCc1ccccc1	-6	12	2.8	-28	0	105	-12	1.4	1.7	2.0	23
O=C(COC(=O)c1cc(-c2cccnc2)nc2ccccc12)Nc1ccc(F)cc1F	-8	16	1.9	-21	-22	103	-19	2.7	-5.3	2.6	4
COc1ccc(-c2cc(C(=O)N3CCN(c4ncccn4)CC3)c3ccccc3n2)cc1	-11	3	2.2	-5	-6	86	-6	1.4	0.5	1.5	-1
CCCCCCCCNc1ncnc2[nH]ncc12	-2	-8	x	x	3	95	-3	2.5	x	0.7	6
Cc1cccc(Oc2c(C=O)c3ccccc3n2C)c1	-6	44	4.8	-1	-32	99	-9	0.8	1.5	1.5	4
CCCCNC(=O)C1CCCN(S(=O)(=O)c2ccc(-n3cnnn3)cc2)C1 (stereo unspecified)	7	7	-1.4	33	-5	100	-1	-0.2	-2.0	0.2	-3
CCOC(=O)N1CCN(C(=O)c2ccc3oc(CCCc4ccccc4)nc3c2)CC1	3	10	2.0	398	18	112	5	1.2	0.7	-1.0	7
CCOc1ccccc1N(C)C(=O)c1sc2ncn(CC(=O)N3CCCCC3C)c(=O)c2c1C (stereo unspecified)	-1	-10	5.4	309	33	x	2	0.1	0.2	-0.3	5
CC(C)c1ccc(S(=O)(=O)N2CCC(C(=O)N3CCN(c4cccc(Cl)c4)CC3)CC2)cc1	5	-8	x	x	x	115	1	3.9	x	-0.3	15
Cc1noc(C)c1CSc1nc2ccccc2c(=O)n1-c1ccc(F)cc1F	-10	-14	1.1	11	7	109	18	1.9	0.5	-4.3	10
CCOc1ccc(OCC)c2sc(C)nc12	15	10	4.6	2	-8	x	21	-1.7	0.0	-3.5	5
CC(C(=O)NCC1(c2ccccc2)CCOCC1)N1CCOCC1 (stereo unspecified)	-7	-7	0.3	9	5	99	3	2.4	1.4	-0.5	-4
CCc1onc(C)c1C(=O)Nc1cc(C)ccc1OC	-1	0	2.2	-8	21	107	-19	2.8	-1.0	3.3	12
COc1ccc(CN(CC(=O)NCc2ccco2)C(=O)CCC(=O)Nc2nccs2)cc1	-15	7	1.2	868*	-6	117	6	3.7	-0.9	-1.3	3
CC(C)CN(C(=O)c1cccc(S(=O)(=O)N2CCN(C)CC2)c1)C1CCS(=O)(=O)C1 (stereo unspecified)	-1	6	-0.2	-6	22	99	17	0.5	0.1	-3.3	-5
CC1CCCCC1NC(=O)c1ccncc1 (stereo unspecified)	2	19	-0.1	4	-7	113	0	1.3	3.3	0.1	11
COc1ccc(/C=N/NC(=O)c2ccc(-c3ccccc3)cc2)cc1O	-1	5	3.5	32	-2	x	13	3.5	0.8	-2.4	3
OCCNc1nc(Nc2ccccc2Oc2ccccc2)nc(N2CCCC2)n1	-3	21	-3.2	-1	-9	96	-30	0.0	-0.5	5.6	2
COc1ccc(S(=O)(=O)Nc2ccc3oc4ncccc4c(=O)c3c2)cc1OC	-13	26	0.6	8	2	117	11	-1.0	1.6	-2.3	-4
O=S(=O)(c1ccccc1Br)N1CCC(O)(c2cccnc2)CC1	-3	31	-0.3	9	-24	94	8	5.8	0.0	-1.3	-2
O=S(=O)(Nc1cccc(-c2cn3c(n2)SCC3)c1)c1cccs1	-11	x	1.2	3	9	98	-9	5.0	1.6	1.2	-5
CCn1c(SCC(=O)NNC(=S)Nc2ccccc2)nnc1-c1ccc(Cl)cc1	-3	12	0.9	-1	-2	104	14	2.1	-0.3	-3.2	-10
Cc1cc(C(=O)NCc2ccc(C(=O)O)o2)c(C)o1	4	8	1.4	11	6	97	6	x	-0.1	-1.0	4
O=C(Cn1cnc2c(oc3ccccc32)c1=O)c1ccccc1	-3	-9	1.6	7	x	99	7	2.1	1.5	-1.1	-1
COc1ccc(-c2cc(C(F)(F)F)nc(SCCC(=O)N3CCN(C)CC3)n2)cc1	-4	19	x	x	4	95	10	-0.5	x	-1.9	-6

The last 3 records of the section above come first, to join the parts:
SMILES	PKA-R1A activ	Arrestin-AP2 inh	AddAB inh	Mot1-301 SUMO	PfHsp90 yeast 2	Pemphigus Ab inh	MOR-DOR inv ag	phage Ecoli inh	E coli growth	MOR-DOR ag	Tat transport
Cc1cc(C(=O)NCc2ccc(C(=O)O)o2)c(C)o1	4	8	1.4	11	6	97	6	x	-0.1	-1.0	4
O=C(Cn1cnc2c(oc3ccccc32)c1=O)c1ccccc1	-3	-9	1.6	7	x	99	7	2.1	1.5	-1.1	-1
COc1ccc(-c2cc(C(F)(F)F)nc(SCCC(=O)N3CCN(C)CC3)n2)cc1	-4	19	x	x	4	95	10	-0.5	x	-1.9	-6
CCOC(=O)C1=CN(Cc2cccc(F)c2)S(=O)(=O)N(CC)C1CCc1ccccc1 (stereo unspecified)	-1	30	1.1	x	11	104	16	-0.9	-2.0	-3.2	-1
COc1ccc(C23CC4CC(CC(C4)C2)C3)cc1C(=O)NCCN(C)C	15	-3	-0.3	-9	-7	113	-4	4.4	-1.5	0.7	-1
CCOC(=O)c1cc2sccc2n1CC(=O)O	-10	34	-0.5	-19	-10	99	8	1.4	-1.3	-1.4	-13
CC(C)(C)c1ccc(C(=O)NC(=S)Nc2nc3c(s2)CCCC3)cc1	0	4	0.7	171	-12	91	-10	5.2	1.2	1.4	-2
CCN(CC)C1CC(=O)N(c2ccc(Br)cc2)C1=O (stereo unspecified)	5	3	2.2	60	112*	99	12	-0.2	0.1	-2.6	1
CCOC(=O)N1CCC(N2Cc3cccc(C(=O)N4CCN(c5cccc(Cl)c5)CC4)c3C2=O)CC1	-9	16	-0.5	6	6	82	3	3.7	-2.6	-0.5	-2
Cc1cc(NC(=O)CSc2nnc(C3CC3)n2N)c([N+](=O)[O-])cc1C	8	3	0.3	0	18	x	4	0.9	0.9	-0.8	5
COc1cc(C(=O)Nc2ccc(S(=O)(=O)Nc3nccc(C)n3)cc2)c([N+](=O)[O-])cc1OC	3	19	-1.0	-8	-1	111	17	2.1	-1.5	-3.1	3
CC(=O)Nc1ccc(S(=O)(=O)N2CCC(C(=O)NCCc3c[nH]c4ccccc34)CC2)cc1	4	-15	x	-15	4	99	0	1.7	x	0.1	-4
CC(C)(C)Nc1ncnc2sc(-c3ccccc3)cc12	-11	13	3.4	3	-8	102	-61	5.6	0.8	14	-4
O=C1OCc2cc(NS(=O)(=O)c3cccs3)ccc21	-1	-11	2.1	411*	12	125	13	0.8	1.6	-2.7	2
